Compound activity from PubChem.
NPSR antagonist = neuropeptide S receptor (human) antagonism, cAMP. Q6W5P4. CHO-NPSR cells, cAMP TR-FRET, antagonist mode. Potency, µM (top dose mostly 38.3 µM), without a hit: at the highest dose activity change, negative = inhibition, hits mostly inhibitors. hit rate 1% among 220,000; note: potency is the fitted concentration of half-maximal effect; % is set by controls: 0 for no effect and ±100 for the full control effect; nearly all actives have a fitted effect of over 50% in size; many of its hits are not listed in these tables
Target sequence (Q6W5P4 whole entry, looked up): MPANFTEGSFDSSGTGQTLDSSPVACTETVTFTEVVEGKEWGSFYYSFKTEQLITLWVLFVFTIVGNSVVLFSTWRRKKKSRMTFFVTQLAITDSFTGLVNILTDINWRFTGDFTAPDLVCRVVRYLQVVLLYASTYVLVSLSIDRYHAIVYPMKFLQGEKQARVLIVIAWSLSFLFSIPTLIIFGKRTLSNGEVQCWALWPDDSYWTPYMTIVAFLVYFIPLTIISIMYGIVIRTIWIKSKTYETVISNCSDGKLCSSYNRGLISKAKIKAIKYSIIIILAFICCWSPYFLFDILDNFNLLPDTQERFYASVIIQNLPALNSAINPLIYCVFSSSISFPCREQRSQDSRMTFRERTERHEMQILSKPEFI
IMPase Li inh = membrane-permeable IMPase blocker, potentiated with lithium. AID 1457. hit rate 0.35% among 210,000. Potency, µM (titrated, usually from 59.4 µM), for the others: at the top dose activity, negative = IMPase inhibition, hits mostly inhibitors. CHO-M1 cells, IP1 TR-FRET (IP-One), carbachol + lithium;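 note: IP1 builds up when IMPase is blocked and the TR-FRET signal falls; potency is the fitted concentration of half-maximal effect; plate controls were basal vehicle for no effect and high inhibitor control for full effect; nearly all actives have a fitted effect of over 50% in size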
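IP1 accumulation measured by competitive TR-FRET in lysed CHO-M1 cells after 30 min compound exposure at 37C, with a small lithium addition to potentiate weak responses. Hill-equation AC50 from ratio and donor-channel data.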
CBFb RUNX1 block = CBF-beta/RUNX1 interaction disruption; Q01196+Q13951; AlphaScreen CBFb-His/RUNX1-biotin binding, biochemical; Potency, µM (doses to about 59.8 µM), for inactives: at the top dose activity, negative = inhibition, actives largely listed as inhibitors; 230,000 tested, under 10 active; note: % of control where 0% means no effect
Target sequence (Q01196 whole entry, looked up): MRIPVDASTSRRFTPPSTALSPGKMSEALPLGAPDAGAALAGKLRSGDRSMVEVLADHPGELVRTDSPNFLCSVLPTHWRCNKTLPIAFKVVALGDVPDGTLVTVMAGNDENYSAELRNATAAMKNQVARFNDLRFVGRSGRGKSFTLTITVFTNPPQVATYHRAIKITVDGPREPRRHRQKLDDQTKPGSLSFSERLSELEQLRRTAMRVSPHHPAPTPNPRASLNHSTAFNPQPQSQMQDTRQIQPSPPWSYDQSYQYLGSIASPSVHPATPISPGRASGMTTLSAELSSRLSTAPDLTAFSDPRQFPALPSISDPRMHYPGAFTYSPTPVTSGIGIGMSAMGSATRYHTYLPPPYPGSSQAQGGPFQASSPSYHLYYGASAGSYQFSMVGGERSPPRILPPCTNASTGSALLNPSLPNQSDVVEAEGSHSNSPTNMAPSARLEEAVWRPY
Target sequence (Q13951 whole entry, looked up): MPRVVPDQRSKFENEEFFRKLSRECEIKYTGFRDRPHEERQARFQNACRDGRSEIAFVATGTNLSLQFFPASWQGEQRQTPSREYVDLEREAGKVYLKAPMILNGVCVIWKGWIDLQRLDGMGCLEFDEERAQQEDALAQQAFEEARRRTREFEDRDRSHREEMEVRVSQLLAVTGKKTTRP
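Interaction loss through any mechanism counts as activity. Pre-formed complex of His-CBF-beta and biotin-RUNX1 (30 nM apiece) is incubated with compound 15 min, then with 50 ng nickel and 50 ng streptavidin beads for 90 min before AlphaScreen detection.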
KinaseGlo FLuc = blocks Kinase-Glo luciferase, a counter-screen artifact; hit rate 0.28% among 200,000; Potency, µM (top dose mostly 38.3 µM), inactives show at the top dose activity change, negative = inhibition, hits mostly inhibitors; Kinase-Glo luciferase, ATP luminescence, 8 min; Q27757; note: potency is the fitted concentration of half-maximal effect; % is set by controls: 0 for no effect and ±100 for the full control effect; nearly all actives have a fitted effect of over 60% in size
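Compounds were added to a substrate mix at pH 7.2 (50 mM imidazole, 10 uM ATP, within the enzyme's linear range), followed by Kinase-Glo detection reagent; luminescence was measured after 8 minutes at ambient temperature.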
Epigenetic reg = derepresses silenced GFP reporter in murine cells; AID 1865; murine LDR cells, GFP reporter derepression, 30 h; hit rate 0.2% among 280,000; Potency, µM (top dose mostly 53.9 µM), without a hit: at the highest dose GFP activation, most hits filed as activators; note: potency is the fitted concentration of half-maximal effect; % of control where 0% means no effect; nearly all actives have a fitted effect of over 60% in size
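Derepression of a silenced CMV-GFP reporter in murine LDR cells is scored by enumerating GFP-positive cells with a laser-scanning microplate cytometer after 30 hours of treatment at 37 C.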
HTT aggregate = reduces HttQ103-GFP aggregates in PC12 cells | Potency, µM (doses to about 46.1 µM), for the others: at the top dose activity change, negative = inhibition, usual class: inhibitors | hit rate 1.1% among 220,000 | PC12 HttQ103-GFP aggregates, Acumen cytometry, 40 h; note: potency is the fitted concentration of half-maximal effect; % is set by controls: 0 for no effect and ±100 for the full control effect; nearly all actives have a fitted effect of over 60% in size
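PC12 cells with ecdysone-inducible HTT exon1 Q103-GFP, induced by 100 nM tebufenozide, given compounds in a concentration series. GFP aggregates (1–25 um, 6 SD above background) counted in lysates by laser-scanning cytometry, 488 nm excitation.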
Lamin A splicing = modulators of lamin A splicing | HeLa LMNA splicing GFP/RFP minigene ratio, 48 h | AID 1487 | hit rate 0.01% among 200,000 | Potency, µM (highest dose often 46.1 µM), for the others: at the highest dose ratio change, negative = inhibition, usual class: inhibitors; active = well fitted inhibition curve with a large enough effect in the signal ratio, with a control signal flat, not every such curve was filed as active; inconclusive = small, poorly fitted or top-dose-only effect, or effect the other way, or a change in a side signal; the % refers to the signal ratio; note: potency is the fitted concentration of half-maximal effect; % is set by controls: 0 for no effect and ±100 for the full control effect
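S3 HeLa cells stably expressing lamin A-EGFP splicing minigene plus DsRed2, 600 cells/well, 48 h compound exposure at 37C. Laser-scanning cytometry; analysed as GFP (500-530 nm)/RFP (575-640 nm) total intensity ratio; 0.5% DMSO vehicle.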
Active calls of the source: *; ? = inconclusive; nt = not tested or not shown; & = joins results of further samples; [ ] = another dose, or the depositor's remark. Unless noted, calls come from the whole dose curve; as a rule, active = well fitted curve in the direction sought with a large enough effect; inconclusive = small, poorly fitted or top-dose-only effect, or another doubt; inactive = no such curve, though single readings can be large; an effect the other way counts as inactive or inconclusive. A portion of the library. The share of hits here may be higher or lower than overall.

Letters: A = NPSR antagonist; B = IMPase Li inh; C = CBFb RUNX1 block; D = KinaseGlo FLuc; E = Epigenetic reg; F = HTT aggregate; G = Lamin A splicing
N#CCCn1cc(/C=N/O)c(-c2ccc(-c3ccccc3)cc2)n1
  A = -27%[46.1 µM]	B = -14%[38.3 µM]	C = 5%	D = -7%	E = -3.5%	F = -7%	G = -9%
CC(C)CCN1CCN(Cc2cccn2-c2ccccn2)CC1CCO (stereo not drawn)
  A = -15%	B = 0%	C = 6%	D = nt	E = -0.1%	F = -10%[9.22 µM]	G = nt
COc1c(C)c2c(c(O)c1C/C=C(\C)CCC(=O)O)C(=O)OC2
  A = nt	B = 5%&-5%&0%&4%&7%&0%	C = ?	D = -1%	E = 0.3%	F = -10%[20.6 µM]	G = ?
CCOc1ccc2c(c1)c(N=O)c(O)n2C
  A = 6%	B = -1%	C = 2%	D = 0%	E = -1.6%	F = 0%	G = ?
O=S(=O)(NCc1cc(-c2ccccc2)no1)c1ccc(Cl)cc1
  A = -11%[46.1 µM]	B = -3%[38.3 µM]	C = 4%	D = -2%	E = 0.0%	F = -4%	G = 7%
CCCCNC(=S)NC(C)(C)CO
  A = 7%	B = -1%	C = 9%	D = 3%	E = -1.1%	F = -2%	G = -1%[46 µM]
Cc1ccc(C(=O)/C=C/c2ccc(-c3ccc(C)cc3)o2)cc1
  A = -51%	B = 6%	C = -7%	D = -4%	E = -2.0%	F = -14%	G = ?
CCOc1ccc(NC(=O)CN(C)c2ccc(S(=O)(=O)N3CCOCC3)cn2)cc1OCC
  A = 9%[46.1 µM]	B = ?	C = 5%	D = -5%	E = -7.4%	F = 17%	G = -5%
CN(C)c1ccc(/C=N/NC(=O)CNC(=O)c2ccco2)cc1
  A = -16%	B = 23%	C = -8%	D = 4%	E = -4.2%	F = 14%	G = -7%[46 µM]
C=C(C)Cn1c(C)cc(C)c(S(=O)(=O)c2ccc(C)cc2)c1=O
  A = -52%	B = 15%	C = 15%	D = 0%	E = -1.9%[10.1 µM]	F = -14%[9.22 µM]	G = 7%[9.22 µM]
Cc1cc(C(=O)CSc2nnc(-c3ccccc3)n2C)c(C)n1C
  A = -5%[46.1 µM]	B = 39%[activator][38.3 µM]	C = 5%	D = -10%	E = 1.8%	F = -9%	G = -1%
S=c1[nH]nc(COc2ccccc2)n1/N=C/c1ccco1
  A = -29%	B = 2%	C = 3%	D = 1%	E = -2.3%	F = 6%	G = ?
N#C/C(=C\c1cc([N+](=O)[O-])c(N2CCCCC2)cc1N1CCCCC1)c1nn(-c2ccccc2)c(N)c1C#N
  A = -16%[46.1 µM]	B = 4%[38.3 µM]	C = -5%	D = -1%	E = 0.0%	F = -13%	G = 12%
O=C(NCCCCNC(=O)c1ccc(Cl)s1)c1ccc(Cl)s1
  A = 24%[46.1 µM]	B = ?	C = 3%	D = 4%	E = ?	F = 14%	G = -5%
NC(=O)Cn1c(-c2nonc2N)nc2ccccc21
  A = 9%	B = 4%	C = 2%	D = 2%	E = 0.9%	F = -10%	G = nt
CC1=C(C(=O)N2CCOCC2)C(c2ccc(OC(F)F)cc2)NC(=S)N1c1ccccc1 (stereo not drawn)
  A = 1%	B = 0%	C = 0%	D = 2%	E = -0.3%	F = 13%	G = -11%[46 µM]
Clc1ccc(-c2csc(N3CCC(c4ccccc4)C3)n2)cc1 (stereo not drawn)
  A = -5%[46.1 µM]	B = 3%[38.3 µM]	C = 3%	D = -4%	E = 0.0%	F = -29%	G = -15%
CCCc1nc(SCC(=O)Nc2ccc(N3CCOCC3)cc2)c2ccccc2n1
  A = 3%[46.1 µM]	B = 8%	C = 7%	D = 4%	E = 0.0%	F = 8%	G = -8%
CCOC(=O)N1CCC(NS(=O)(=O)c2cc3c(cc2Cl)NC(=O)CO3)CC1
  A = -6%[46.1 µM]	B = 6%	C = 2%	D = 2%	E = -1.1%	F = -2%	G = -16%
CC1=C(C(=O)Nc2ccccc2)C(c2ccc(C)o2)N2C(=O)CSC2=N1 (stereo not drawn)
  A = -7%[46.1 µM]	B = 7%[38.3 µM]	C = 4%	D = 6%	E = -6.7%	F = 10%	G = 9%

Sorted by length of the SMILES (largest number first): some entries from above.
Letters: A = NPSR antagonist; B = IMPase Li inh; C = CBFb RUNX1 block; D = KinaseGlo FLuc; E = Epigenetic reg; F = HTT aggregate; G = Lamin A splicing
CCOC(=O)N1CCC(NS(=O)(=O)c2cc3c(cc2Cl)NC(=O)CO3)CC1
  A = -6%[46.1 µM]	B = 6%	C = 2%	D = 2%	E = -1.1%	F = -2%	G = -16%
CC1=C(C(=O)Nc2ccccc2)C(c2ccc(C)o2)N2C(=O)CSC2=N1 (stereo not drawn)
  A = -7%[46.1 µM]	B = 7%[38.3 µM]	C = 4%	D = 6%	E = -6.7%	F = 10%	G = 9%
Cc1cc(C(=O)CSc2nnc(-c3ccccc3)n2C)c(C)n1C
  A = -5%[46.1 µM]	B = 39%[activator][38.3 µM]	C = 5%	D = -10%	E = 1.8%	F = -9%	G = -1%
S=c1[nH]nc(COc2ccccc2)n1/N=C/c1ccco1
  A = -29%	B = 2%	C = 3%	D = 1%	E = -2.3%	F = 6%	G = ?

(more compounds)
Letters: A = NPSR antagonist; B = IMPase Li inh; C = CBFb RUNX1 block; D = KinaseGlo FLuc; E = Epigenetic reg; F = HTT aggregate; G = Lamin A splicing
CC1C/C(=N/N2C(=O)CSC2=S)CC(C)(C)C1 (stereo not drawn)
  A = -9%[46.1 µM]	B = 2%[38.3 µM]	C = -5%	D = -3%	E = 0.0%	F = -5%	G = -8%
CC(C)CCNC(=O)Cc1csc(-c2ccccc2)n1
  A = -4%	B = -1%	C = 6%	D = 2%	E = 5.3%	F = -10%	G = nt
O=C(O)Cc1sc(Nc2ccccc2)nc1-c1ccc(Cl)cc1
  A = -26%	B = 5%	C = 23%	D = 1%	E = -2.9%	F = 3%	G = nt
Cc1cc(OCC(=O)NC2CCN(C)CC2)ccc1[N+](=O)[O-]
  A = 7%	B = 9%	C = -9%	D = 1%	E = -2.6%	F = 21%	G = ?
Nn1c(=O)c2ccccc2n2c(SCc3ccc(C(F)(F)F)cc3)nnc12
  A = -15%[46.1 µM]	B = 14%[38.3 µM]	C = -3%	D = 14%	E = -0.5%	F = -23%	G = -2%
Nc1nc(CSc2ccccc2)nc(N2CCCCC2)n1
  A = -27%	B = 10%	C = 13%	D = -1%	E = -0.6%	F = -2%	G = -20%[46 µM]
CC(CNS(=O)(=O)c1ccccc1)(c1ccccc1)N1CCCCC1 (stereo not drawn)
  A = 11%	B = nt	C = 5%	D = nt	E = 0.3%	F = 24%[9.22 µM]	G = nt
CC(Oc1ccc(Cl)cc1)/C(N)=N/O (stereo not drawn)
  A = 25%	B = 3%	C = 2%	D = -3%	E = 1.0%	F = nt	G = -1%[46 µM]
O=C(CCCn1ncn2c(cc3occc32)c1=O)N1CCc2ccccc2C1
  A = -13%[46.1 µM]	B = 1%	C = 0%	D = 1%	E = -1.0%	F = 5%	G = 0%
CCOC(=O)c1ccc(-n2c(C)ccc2C)cc1
  A = 5%	B = 5%	C = -4%	D = 1%	E = 0.0%	F = ?	G = 9%
COc1cccc2c1OCC/C2=N\NC(=O)COc1ccc(C)cc1
  A = 2%	B = -30%	C = 6%	D = -3%	E = 7.4%	F = -7%	G = 5%
CC(Sc1nc(N)c2c3c(sc2n1)CSC(C)(C)C3)C(=O)Nc1ccccc1 (stereo not drawn)
  A = -27%	B = 4%	C = -7%	D = 3%	E = -1.0%	F = -19%	G = ?
O=C(CSc1nnc(Cn2nnc3ccccc32)o1)Nc1ccc(Cl)cc1
  A = ?	B = -1%	C = 9%	D = 2%	E = -1.1%	F = 9%	G = -12%
O=C(CSc1nc2cccnc2n1Cc1ccccc1)N1CCCC1
  A = -14%[46.1 µM]	B = 11%[38.3 µM]	C = 2%	D = -10%	E = 0.0%	F = -26%	G = 3%
OCCC1CN(Cc2ccc3nsnc3c2)CCN1C1CCCC1 (stereo not drawn)
  A = -17%	B = 14%	C = 4%	D = 7%	E = -13%	F = -3%	G = nt
CCC(NC(=O)Nn1cnnc1)(C(F)(F)F)C(F)(F)F
  A = -10%[46.1 µM]	B = 4%	C = -4%	D = 2%	E = 0.1%	F = -1%	G = -6%
N/C(=N\OC(=O)Cc1ccccc1)c1ccccn1
  A = 2%[46.1 µM]	B = 8%[38.3 µM]	C = 4%	D = -5%	E = -3.2%	F = 11%	G = 2%
C[C@H](N)CCCC(C)(C)O
  A = nt	B = -2%	C = 6%[21.7 µM]	D = 3%[17.1 µM]	E = -1.4%[16.9 µM]	F = nt	G = -8%
COC(=O)c1ccc(Cl)c(NC(=O)Cc2ccccc2[N+](=O)[O-])c1
  A = -1%[46.1 µM]	B = nt	C = -2%	D = nt	E = 0.0%	F = ?	G = -7%
O=C(Nc1ccc([N+](=O)[O-])cn1)C1CC2CCC1C2 (stereo not drawn)
  A = -5%	B = 3%	C = 14%	D = 0%	E = 0.1%	F = -4%	G = 9%
N#CCCCSc1nnnn1-c1cc(C(F)(F)F)cc(C(F)(F)F)c1
  A = nt	B = 18%	C = 20%	D = 0%	E = 2.2%	F = nt	G = nt
O=C(COc1ccccc1)N1CCN(C(=O)c2cccc(F)c2)CC1
  A = -7%[46.1 µM]	B = 5%[38.3 µM]	C = 4%	D = -1%	E = 0.0%	F = 16%	G = 6%
O=C(NC(=S)NC1CCSC1=O)c1ccccc1F (stereo not drawn)
  A = 10%	B = 4%	C = 1%	D = -1%	E = -1.9%	F = 2%	G = 5%
C[C@H](NC(=O)c1[nH]cnc1C(=O)Nc1ccc(CNC(=O)OC(C)(C)C)cc1)C(=O)OC(C)(C)C
  A = ?	B = nt	C = 6%	D = nt	E = 2.2%	F = -2%[9.22 µM]	G = nt
O=C(NC(=S)Nc1ccccc1)c1cc([N+](=O)[O-])ccc1N1CCOCC1
  A = 2%	B = 8%	C = -2%	D = nt	E = -0.1%	F = 10%[9.22 µM]	G = nt
O=C(COC(=O)c1ccc[nH]c1=O)NCCc1ccc(F)cc1
  A = 8%	B = -2%	C = 8%	D = -1%	E = -1.2%	F = 25%	G = nt
CC1Cc2ccccc2N1S(=O)(=O)c1c(N)n(C)c(=O)n(C)c1=O (stereo not drawn)
  A = -15%	B = ?	C = -5%	D = -1%	E = 0.1%	F = -9%	G = nt
